IDE exosite FP: insulin-degrading enzyme (human) exo-site inhibition; P14735; purified IDE, FL-6b probe fluorescence polarization; hits give low values; hit rate 6.3% among 17,000; z-score at 20 µM;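 active = z-score of -3 or lower, meaning strong loss of probe binding signal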;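 also: His-tagged human IDE residues 42-1019 made in E. coli with 30 nM FL-6b probe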
Target sequence (P14735 42-1019 limits assumed): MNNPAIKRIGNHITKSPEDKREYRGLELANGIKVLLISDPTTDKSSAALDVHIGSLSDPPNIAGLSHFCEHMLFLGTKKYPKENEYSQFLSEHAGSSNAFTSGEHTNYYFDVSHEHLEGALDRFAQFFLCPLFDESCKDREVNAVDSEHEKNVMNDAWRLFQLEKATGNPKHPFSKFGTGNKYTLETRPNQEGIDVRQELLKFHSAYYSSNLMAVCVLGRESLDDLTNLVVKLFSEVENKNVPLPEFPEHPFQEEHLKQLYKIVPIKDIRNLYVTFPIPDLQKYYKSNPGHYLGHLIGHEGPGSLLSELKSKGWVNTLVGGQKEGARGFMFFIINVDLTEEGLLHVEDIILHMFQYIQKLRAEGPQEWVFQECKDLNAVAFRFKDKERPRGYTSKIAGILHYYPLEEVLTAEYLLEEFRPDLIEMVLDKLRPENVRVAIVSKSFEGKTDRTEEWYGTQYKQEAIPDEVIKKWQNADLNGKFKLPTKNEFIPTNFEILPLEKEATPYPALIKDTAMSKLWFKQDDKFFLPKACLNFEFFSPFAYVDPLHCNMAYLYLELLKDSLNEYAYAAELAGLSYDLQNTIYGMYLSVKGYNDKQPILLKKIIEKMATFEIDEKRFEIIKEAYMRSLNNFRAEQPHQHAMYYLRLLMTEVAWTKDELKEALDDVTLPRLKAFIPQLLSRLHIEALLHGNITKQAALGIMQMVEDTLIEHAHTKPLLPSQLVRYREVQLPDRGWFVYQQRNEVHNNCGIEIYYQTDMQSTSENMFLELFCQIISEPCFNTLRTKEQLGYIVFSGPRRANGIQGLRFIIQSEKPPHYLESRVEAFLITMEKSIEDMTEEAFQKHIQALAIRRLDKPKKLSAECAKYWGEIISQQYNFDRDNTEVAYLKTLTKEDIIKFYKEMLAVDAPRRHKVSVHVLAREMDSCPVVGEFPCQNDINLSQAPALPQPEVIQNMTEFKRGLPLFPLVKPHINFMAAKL
Active calls of the source: *; & = joins results of further samples. Not all compounds are listed. The share of hits here may be higher or lower than overall.

IDE exosite FP	compound
2.34	N#C[C@@H]1[C@@H](c2ccc(C3=CCCCC3)cc2)[C@H](CO)N1S(=O)(=O)c1cccc(F)c1
1.07	CCS(=O)(=O)N1Cc2cc(C(=O)NCCOC)nc(-c3cccc(-c4ccncc4)c3)c2[C@H]1CCO
2.31	CC(=O)N(C[C@@H]1N[C@@H](CO)[C@H]1c1ccc(-c2ccc(F)cc2)cc1)C(C)C
1.18	OC[C@@H]1[C@@H](c2ccc(-c3ccc(F)cc3)cc2)[C@@H]2CN(Cc3cccnc3)CCCCN12
1.66	COC(=O)C[C@H]1CC[C@@H]2[C@H](COc3ccc(NC(=O)Nc4c(C)noc4C)cc3C(=O)N2C)O1
-0.241	O=C(O)C[C@H]1C[C@@H]2c3cc(NC(=O)Nc4ccc(C(F)(F)F)cc4)ccc3O[C@@H]2[C@H](CO)O1
1.19	Cc1cccc(S(=O)(=O)N[C@H]2CC[C@H](CCNC(=O)Nc3cc(F)ccc3F)O[C@H]2CO)c1
-0.72	CC(C)C#Cc1ccc([C@@H]2[C@@H](C#N)N(C(=O)C3CCC3)[C@H]2CO)cc1
0.497	Cc1ccc(S(=O)(=O)Nc2ccc3c(c2)CC(=O)N([C@@H](C)CO)C[C@H](C)[C@@H](CN(C)S(=O)(=O)c2ccccc2)O3)cc1
0.229	OC[C@@H]1[C@@H](c2ccccc2)C2(CN(CCC(F)(F)F)C2)N1Cc1nccs1
-1.31	N#Cc1cccc(-c2ccc3c(c2)[C@@H]2[C@@H](CCN2S(=O)(=O)c2ccc(F)cc2)[C@@H](CO)N3)c1
1.2	Cc1cccc(S(=O)(=O)N2CCCCN3[C@H](CO)[C@H](c4ccc(C#C[C@H](C)O)cc4)[C@@H]3C2)c1
3.9&0.294	C/C=C/c1ccc(C2[C@H]3CNC[C@@H]2N3S(=O)(=O)c2cn(C)cn2)cc1 (some centres undefined)
-0.312	N#C[C@H]1[C@@H](c2ccc(-c3cccc(F)c3)cc2)[C@@H](CO)N1c1nc(-c2ccccc2)cs1
2.03	Cc1cccc(S(=O)(=O)N2CCCCN3[C@H](C2)[C@H](c2ccc(C#C[C@H](C)O)cc2)[C@@H]3CO)c1
0.0376	COc1cccc(-c2ccc3c(c2)O[C@H](CN(C)Cc2cccnc2)[C@@H](C)CN([C@H](C)CO)S3(=O)=O)c1
1.23	CCC(=O)N1CC2(C1)[C@@H](c1ccc(-c3ccc(F)cc3)cc1)[C@H](CO)N2C(C)=O
5.5	CCc1cnc(N2[C@H](C#N)[C@H](c3ccc(C#CC(C)C)cc3)[C@H]2CO)s1
4.58	O=S(=O)(c1ccccc1)N1CCCCN2[C@H](C1)[C@@H](c1ccc(-c3cncnc3)cc1)[C@@H]2CO
1.69	CCS(=O)(=O)N1CCCCN2[C@H](CO)[C@H](c3ccc(-c4ccc(C#N)cc4)cc3)[C@H]2C1
-0.887	O=C(C1CCOCC1)N1CC2(C1)[C@@H](c1ccccc1)[C@H](CO)N2C(=O)CC1CC1
0.0508	CCCNC(=O)Nc1ccc2c(c1)OC[C@H](C)N(C(=O)C1CCOCC1)C[C@@H](C)[C@H](OC)CN(C)C2=O
0.496	C[C@@H]1CCCCO[C@H](CN(C)Cc2ccc(C(=O)O)cc2)[C@H](C)CN([C@@H](C)CO)C(=O)c2cc(N(C)C)ccc2O1
-0.148	CCCNC(=O)N1[C@H](CNC(C)=O)[C@H](c2ccccc2)[C@@H]1CO
-1.4	COc1cccc(NC(=O)N[C@H]2CC[C@H](CC(=O)N3CCN(C)CC3)O[C@H]2CO)c1
2.07	N#C[C@@H]1[C@H](c2ccccc2C2=CCCC2)[C@@H](CO)N1S(=O)(=O)c1ccccc1
-0.605	CS(=O)(=O)N1CCCCN2[C@H](C1)[C@@H](c1ccc(Br)cc1)[C@@H]2CO
2.67	CN1C[C@H]2[C@@H](c3ccccc31)[C@H](CO)N2C(=O)C1CCOCC1
3.12	O=C(c1cnccn1)N1CC(=O)N2[C@H](CO)[C@H](c3ccc(C#CCC4CCCC4)cc3)[C@H]2C1
-0.649	CC(C)CC#Cc1ccc([C@@H]2[C@@H](CO)N3C(=O)CN(C(=O)Nc4cc(F)ccc4F)C[C@@H]23)cc1
0.526	C/C=C/c1ccc([C@@H]2[C@@H](CO)N3CCCCN(C(=O)Nc4ccccc4F)C[C@H]23)cc1
2.19	N#C[C@@H]1[C@H](c2ccc(-c3cncnc3)cc2)[C@H](CO)N1C(=O)CN1CCOCC1
-0.757	C[C@H]1CN([C@@H](C)CO)C(=O)Cc2cc(N(C)C)ccc2O[C@H]1CN(C)Cc1ccc(-c2ccccc2)cc1
-0.172	O=C(Cc1ccccn1)N1CC(=O)N2[C@@H](CO)[C@H](c3ccc(C#CC4CCCCC4)cc3)[C@@H]2C1
0.0402	CN(C)C(=O)c1ccc(-c2ccc3c(c2)[C@@H]2[C@@H](CCN2Cc2ccncc2)[C@@H](CO)N3)cc1
0.0315	C[C@@H]1CCCCO[C@H](CN(C)S(=O)(=O)c2ccc(F)cc2)[C@H](C)CN([C@H](C)CO)C(=O)c2cc(N(C)C)ccc2O1
3.68	C/C=C/c1ccc([C@@H]2[C@@H](C#N)N(c3nc(-c4ccccc4)cs3)[C@H]2CO)cc1
-0.947	CN1C(=O)c2cc(NC(=O)c3cccc(Cl)c3)ccc2OC[C@@H]2O[C@H](CC(=O)NC3CCCCC3)CC[C@@H]21
-0.103	CN(C)CC#Cc1ccc([C@@H]2[C@@H](CO)N3C(=O)CN(C(=O)CN(C)C)C[C@H]23)cc1
2.1	COc1cccc(C(=O)Nc2ccc3c(c2)OC[C@H](C)N(CCc2ccccc2)C[C@H](C)[C@H](OC)CN(C)C3=O)c1
-4.17*	CN(C)CC(=O)N1CC(=O)N2[C@@H](CO)[C@H](c3ccc(/C=C/c4ccccc4)cc3)[C@@H]2C1
-4.95*	COCC(=O)N1CC(=O)N2[C@@H](CO)[C@H](c3ccc(C#Cc4cccc(OC)c4)cc3)[C@@H]2C1
2.11	N#C[C@@H]1[C@H](c2ccccc2C2=CCCC2)[C@H](CO)N1C(=O)C1CC1
-0.0489	O=C(c1ccc2c(c1)OCO2)N1C[C@@H]2[C@H](c3ccccc31)[C@H](CO)N2Cc1cccnc1
1.71	O=C(Nc1ccccc1Cl)N1C[C@H]2[C@@H](c3ccccc31)[C@H](CO)N2C(=O)c1cccnc1
1.34	CCC(=O)Nc1ccc2c(c1)OC[C@H](C)N(Cc1ccccc1)C[C@H](C)[C@H](OC)CN(C)C2=O
3.01	CCC(=O)NC[C@H]1[C@@H](c2ccccc2)[C@@H](CO)N1C(=O)C1CC1
2.54	CCC(=O)N1CCCCN2[C@@H](CO)[C@@H](c3ccc(C#CCOC)cc3)[C@@H]2C1
-1.29	CO[C@H]1CC[C@H]2CCOc3c(C#N)cccc3C(=O)N(C)C[C@@H](OC)[C@@H](C)C(=O)N(C)C[C@H]1O2
1.49	Cc1ccc(S(=O)(=O)N2CC[C@@H]3[C@H](CO)Nc4ccc(-c5cccc(C(=O)N(C)C)c5)cc4[C@@H]32)cc1
4.9	N#C[C@H]1[C@@H](c2ccccc2C2=CCCC2)[C@H](CO)N1S(=O)(=O)c1ccccc1
3.48	CCCNC(=O)N1[C@H](CO)[C@H](c2ccc(/C=C/c3ccccc3)cc2)[C@@H]1C#N
1.73	O=C(c1cccc(F)c1)N1CCCCN2[C@H](C1)[C@H](c1ccc(-c3cncnc3)cc1)[C@@H]2CO
0.752	COc1ccc2c3c([nH]c2c1)[C@H](CO)N(S(C)(=O)=O)CC31CCN(CC2CCCC2)CC1
-5.46*	O=C(c1cccnc1)N1CCCCN2[C@H](C1)[C@H](c1ccc(C#Cc3ccccn3)cc1)[C@@H]2CO
-0.633	O=C(CC1CC1)N1CC(=O)N2[C@@H](CO)[C@H](c3ccc(C#Cc4ccc(F)cc4)cc3)[C@@H]2C1
-6.38*	O=C(C1CC1)N1CCCCN2[C@H](CO)[C@H](c3ccc(-c4cccc(F)c4)cc3)[C@H]2C1
-0.45	CCCNC(=O)N1C[C@@H]2[C@H](c3ccccc31)[C@H](CO)N2C(=O)Nc1ccccc1F
-1.03	COc1ccc(NC(=O)N(C)C[C@@H]2OCc3cnnn3CCCC(=O)N([C@H](C)CO)C[C@H]2C)c(OC)c1
1.78&1.58	O=C(Nc1ccccc1F)N1[C@@H]2CNC[C@H]1C2c1ccc(-c2ccncc2)cc1 (some centres undefined)

The list continues.
IDE exosite FP	compound
-0.828&-0.177	CN1C(=O)c2cc(NC(=O)c3cccc(F)c3)ccc2OC[C@@H]2O[C@H](CC(=O)NCC3CCCCC3)CC[C@H]21
-0.867	N#C[C@H]1[C@H](c2ccccc2)[C@H](CO)N1C(=O)CCN1CCCCC1
0.108	CCC(=O)N1C[C@H](O)COC[C@H]2O[C@H](CC(=O)NC)CC[C@@H]21
0.133	O=C(c1ccc(F)cc1)N1CC(=O)N2[C@H](C1)[C@@H](c1ccc(-c3ccccc3)cc1)[C@@H]2CO
1.78	N#C[C@@H]1[C@@H](c2ccccc2)[C@H](CO)N1S(=O)(=O)c1ccc(-c2ccccc2)cc1
2.42	O=C(Nc1ccc(F)cc1)N1CC(=O)N2[C@@H](CO)[C@@H](c3ccc(Br)cc3)[C@@H]2C1
0.24	CO[C@@H]1CN(C)C(=O)c2ccc(NC(=O)NC(C)C)cc2OC[C@H](C)N(Cc2ccc(-c3ccccn3)cc2)C[C@@H]1C
-0.0644	COc1cccc(NC(=O)N2CC3(C2)[C@@H](c2ccccc2)[C@H](CO)N3C(C)=O)c1
-0.00974	Cc1ccccc1S(=O)(=O)N1[C@H](C#N)[C@@H](c2ccccc2)[C@@H]1CO
0.915	C[C@@H]1CN([C@H](C)CO)C(=O)Cc2cc(NS(=O)(=O)c3ccc(F)cc3)ccc2O[C@H]1CN(C)Cc1ccncc1
1.45	C[C@@H]1CC=CC[C@@H](c2cccc(Cl)c2)NC(=O)[C@@H](Cc2ccccc2)N(C)C(=O)c2ccccc2O1 (mixture of isomers)
1.19	O=C(Nc1ccc(F)cc1)N1CC(=O)N2[C@@H](CO)[C@@H](c3ccc(-c4ccc(F)cc4)cc3)[C@@H]2C1
0.728	C/C=C/c1ccc([C@@H]2[C@@H](CO)N(Cc3nccs3)C23CN(CC2CCCC2)C3)cc1
-0.933	O=C(C[C@H]1CC[C@H]2[C@@H](COC[C@H](O)CN2S(=O)(=O)c2ccccc2)O1)NCC1CCCCC1
1.87	CO[C@@H]1CN(C)C(=O)c2cc(NC(=O)Nc3ccc4c(c3)OCO4)ccc2OC[C@@H](C)N(C(C)=O)C[C@H]1C
-0.999	CC(=O)N1CCCCN2[C@@H](CO)[C@H](c3ccc(-c4ccc(F)cc4)cc3)[C@@H]2C1
2.66	O=S(=O)(Cc1ccccc1)N1CCCCN2[C@H](CO)[C@@H](c3ccc(-c4cccnc4)cc3)[C@H]2C1
-10.1*	Cc1ccccc1-c1ccc(C2[C@@H]3CN(S(=O)(=O)c4ccccc4)C[C@H]2N3)cc1 (some centres undefined)
3.07	CCCC#Cc1ccc([C@H]2[C@@H](CO)N3C(=O)CN(C(=O)c4ccccn4)C[C@H]23)cc1
-0.942	COc1ccc2c3c([nH]c2c1)[C@H](CO)N(C(=O)c1ccccn1)CC31CN(C(=O)C2CCC2)C1
0.534	C[C@@H](NC(=O)C[C@@H]1CC[C@H]2[C@@H](COc3ccc(NS(=O)(=O)c4ccc(Cl)cc4)cc3C(=O)N2C)O1)c1ccccc1
-1.09	Cc1noc(C)c1NC(=O)N(C)C[C@H]1OCc2cnnn2CCCC(=O)N([C@@H](C)CO)C[C@@H]1C
-0.392	O=C(C[C@@H]1C[C@H]2c3cc(NC(=O)CC4CC4)ccc3O[C@H]2[C@@H](CO)O1)NCC1CC1
0.336	C[C@@H]1CN([C@@H](C)CO)C(=O)c2cc(C#CC3(O)CCCC3)cnc2O[C@@H]1CN(C)S(=O)(=O)c1cccc(F)c1
-0.96	O=C(C[C@H]1CC[C@H](NC(=O)CN2CCOCC2)[C@@H](CO)O1)NC1CCC1
0.193	N#Cc1ccc(-c2ccc(C3[C@H]4CNC[C@@H]3N4C(=O)NC3CCCCC3)cc2)cc1 (some centres undefined)
-1.1	CC(C)NC(=O)Nc1ccc2c(c1)C(=O)N(C)[C@@H]1CC[C@@H](CC(=O)NCc3ccc(F)cc3)O[C@H]1CO2
0.748	N#C[C@H]1[C@H](c2ccccc2-c2ccccc2F)[C@@H](CO)N1C(=O)c1cccc(F)c1
-10.2*	COc1ccccc1C#Cc1ccc([C@@H]2[C@@H](CO)N3CCCCN(S(C)(=O)=O)C[C@@H]23)cc1

Structures from the list above that have an aryl methoxy group:
IDE exosite FP	compound
0.0376	COc1cccc(-c2ccc3c(c2)O[C@H](CN(C)Cc2cccnc2)[C@@H](C)CN([C@H](C)CO)S3(=O)=O)c1
-1.4	COc1cccc(NC(=O)N[C@H]2CC[C@H](CC(=O)N3CCN(C)CC3)O[C@H]2CO)c1
2.1	COc1cccc(C(=O)Nc2ccc3c(c2)OC[C@H](C)N(CCc2ccccc2)C[C@H](C)[C@H](OC)CN(C)C3=O)c1
-4.95*	COCC(=O)N1CC(=O)N2[C@@H](CO)[C@H](c3ccc(C#Cc4cccc(OC)c4)cc3)[C@@H]2C1
0.752	COc1ccc2c3c([nH]c2c1)[C@H](CO)N(S(C)(=O)=O)CC31CCN(CC2CCCC2)CC1
-1.03	COc1ccc(NC(=O)N(C)C[C@@H]2OCc3cnnn3CCCC(=O)N([C@H](C)CO)C[C@H]2C)c(OC)c1
-0.0644	COc1cccc(NC(=O)N2CC3(C2)[C@@H](c2ccccc2)[C@H](CO)N3C(C)=O)c1
-0.942	COc1ccc2c3c([nH]c2c1)[C@H](CO)N(C(=O)c1ccccn1)CC31CN(C(=O)C2CCC2)C1
-10.2*	COc1ccccc1C#Cc1ccc([C@@H]2[C@@H](CO)N3CCCCN(S(C)(=O)=O)C[C@@H]23)cc1

Source: PubChem BioAssay (Broad Institute)
